Screening results: PubChem, National Center for Advancing Translational Sciences (NCATS)
TexasRed fluor: Total Fluorescence Counterscreen for Inhibitors of the Interaction of Thyroid Hormone Receptor and Steroid Receptor Coregulator 2 | TRb/SRC2 Texas Red total fluorescence interference | 0.29% of 280,000 active | Potency, µM (doses to about 106 µM), for the others: top-dose fluorescence change, negative = quenching; active = well fitted curve in either direction with a large enough effect; inconclusive = small, poorly fitted or top-dose-only effect; note: potency is the fitted concentration of half-maximal effect; % is set by controls: 0 for no effect and ±100 for the full control effect
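Flags fluorescent or light-absorbing compounds by total fluorescence, S + 2P, at 555 nm excitation and 632 nm emission. Mixture: 20 nM Texas Red SRC2 peptide, 0.6 uM human TRb LBD, 1 uM T3, 5% DMSO; compound exposure 5 h at ambient temperature.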
Epigenetic derep: Quantitative High-Throughput Screen for Regulators of Epigenetic Control; murine LDR cells, GFP reporter derepression, 30 h; Potency, µM (doses to about 53.9 µM), for the others: at the top dose GFP activation, usual class: activators; 0.2% of 280,000 active; AID 1865, 2009; note: potency is the fitted concentration of half-maximal effect; % of control where 0% means no effect; nearly all actives have a fitted effect of over 60% in size
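Murine LDR cells carrying a silenced, genomically integrated CMV-driven GFP reporter were exposed to compound for 30 hours at 37 C. After PBS washes, GFP-positive cells (20–120 um objects) were counted by laser-scanning microplate cytometry.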
TRb-SRC2 inh: qHTS for Inhibitors of the Interaction of Thyroid Hormone Receptor and Steroid Receptor Coregulator 2. 0.065% of 280,000 active. Potency, µM (top dose mostly 106 µM), inactives show top-dose activity change, negative = inhibition, actives largely listed as inhibitors. AID 1469, 2008. TRbeta-SRC2 peptide binding, fluorescence polarization; receptor liganded with 1 µM T3;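 note: potency is the fitted concentration of half-maximal effect; plate controls were bound peptide for no effect and peptide without receptor for full effect; nearly all actives have a fitted effect of over 50% in size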
Target sequence (P10828 whole entry, looked up): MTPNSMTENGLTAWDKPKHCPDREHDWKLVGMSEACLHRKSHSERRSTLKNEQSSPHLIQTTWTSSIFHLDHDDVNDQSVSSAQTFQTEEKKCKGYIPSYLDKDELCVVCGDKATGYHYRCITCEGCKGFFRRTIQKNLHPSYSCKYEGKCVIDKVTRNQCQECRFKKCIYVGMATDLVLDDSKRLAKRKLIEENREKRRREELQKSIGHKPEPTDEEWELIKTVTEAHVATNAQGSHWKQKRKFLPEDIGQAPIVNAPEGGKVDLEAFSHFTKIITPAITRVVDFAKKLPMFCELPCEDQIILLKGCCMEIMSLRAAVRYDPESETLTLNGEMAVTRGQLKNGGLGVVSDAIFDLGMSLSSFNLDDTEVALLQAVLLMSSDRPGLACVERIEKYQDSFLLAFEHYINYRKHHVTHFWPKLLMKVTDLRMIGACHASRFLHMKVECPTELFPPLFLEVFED
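Binding of a 20-amino-acid Texas Red SRC2 peptide (20 nM) to TRb ligand-binding domain (0.6 uM) with agonist T3 at 1 uM was followed by fluorescence polarization after a 5 hr room-temperature incubation.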
CBFb RUNX1 block: qHTS Assay for Compounds Blocking the Interaction Between CBF-beta and RUNX1 for the Treatment of Acute Myeloid Leukemia; AlphaScreen CBFb-His/RUNX1-biotin binding, biochemical; Potency, µM (highest dose often 59.8 µM), for the others: top-dose activity, negative = inhibition, hits mostly inhibitors; 230,000 tested, under 10 active; note: % of control where 0% means no effect
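His-tagged CBF-beta and biotinylated RUNX1 (30 nM each) were premixed 20 min at room temperature, exposed to compound for 15 min, then given nickel-chelate and streptavidin AlphaScreen beads (50 ng each). After 90 min, AlphaScreen signal was read.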
NPSR antagonist: qHTS Assay for Antagonists of the Neuropeptide S Receptor: cAMP Signal Transduction; Q6W5P4; CHO-NPSR cells, cAMP TR-FRET, antagonist mode; Potency, µM (doses to about 38.3 µM), inactives show top-dose activity change, negative = inhibition, hits mostly inhibitors; 1% of 220,000 active; note: potency is the fitted concentration of half-maximal effect; % is set by controls: 0 for no effect and ±100 for the full control effect; nearly all actives have a fitted effect of over 50% in size; many of its hits are not listed in these tables
Tau fluor counter: Counterscreen qHTS for Inhibitors of Tau Fibril Formation, Fluorescence Polarization; tau K18 P301L Alexa594 fluorescence, heparin fibrillization; Potency, µM (titrated, usually from 57.7 µM), inactives show at the highest dose activity change, negative = decrease; AID 1463, 2008; 0.93% of 280,000 active; note: potency is the fitted concentration of half-maximal effect; % is set by controls: 0 for no effect and ±100 for the full control effect; nearly all actives have a fitted effect of over 55% in size
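Human tau K18 P301L (15 uM unlabeled, 0.24 uM Alexa 594-labeled) in 100 mM sodium acetate pH 7 with 20 uM heparin, 6 hr at 37 C. ThT 30 uM added, 1 hr ambient; Alexa 594 FP and total fluorescence read at 555/632 nm.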
aGal spleen mod: qHTS Assay for Inhibitors and Activators of Human alpha-Galactosidase From Spleen Homogenate. 0.008% of 240,000 active. Alpha-galactosidase A (Homo sapiens), P06280. human spleen homogenate, 4MU-alpha-Gal fluorescence, 40 min. AID 2107, 2009. Potency, µM (series often up to 80 µM), for inactives: at the highest dose activity change, negative = inhibition, usual class: inhibitors;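 note: potency is the fitted concentration of half-maximal effect; 0% = enzyme with vehicle and -100% = no enzyme basal signal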
Target sequence (P06280 32-429 limits assumed): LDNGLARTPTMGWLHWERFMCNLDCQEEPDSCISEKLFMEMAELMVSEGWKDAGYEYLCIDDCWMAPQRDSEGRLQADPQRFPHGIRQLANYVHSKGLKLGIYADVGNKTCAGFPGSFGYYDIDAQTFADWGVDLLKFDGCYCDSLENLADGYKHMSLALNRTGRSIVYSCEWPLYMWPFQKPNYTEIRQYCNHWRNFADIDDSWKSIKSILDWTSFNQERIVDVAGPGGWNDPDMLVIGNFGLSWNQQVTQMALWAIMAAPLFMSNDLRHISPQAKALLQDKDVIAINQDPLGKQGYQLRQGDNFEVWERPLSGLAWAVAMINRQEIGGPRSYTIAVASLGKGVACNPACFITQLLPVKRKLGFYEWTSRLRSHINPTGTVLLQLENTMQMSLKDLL
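Human spleen homogenate (1 ug) was the enzyme source, with 4-methylumbelliferyl-alpha-D-galactopyranoside (1 mM final) in pH 5.0 citrate buffer with 0.01% Tween-20. Compounds were titrated; after 40 min at 37C, NaOH/glycine stop, 4-MU fluorescence read; AC50 from Hill fits.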
Tau FP inhib: qHTS for Inhibitors of Tau Fibril Formation, Fluorescence Polarization; Potency, µM (doses to about 57.7 µM), without a hit: at the highest dose activity, negative = inhibition, most hits filed as inhibitors; K18 P301L tau heparin fibrillization, Alexa594 FP, 6 h; AID 1468, 2008; 0.39% of 280,000 active; note: potency is the fitted concentration of half-maximal effect; % is set by controls: 0 for no effect and ±100 for the full control effect; nearly all actives have a fitted effect of over 55% in size
Target sequence (P10636 561-689 P618L limits assumed): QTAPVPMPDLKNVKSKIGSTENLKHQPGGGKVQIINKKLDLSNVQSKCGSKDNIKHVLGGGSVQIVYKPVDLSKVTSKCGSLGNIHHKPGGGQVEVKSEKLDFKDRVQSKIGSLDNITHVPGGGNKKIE
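FP of Alexa 594-tau after heparin (20 uM) induction. Substrate: human K18 P301L, 15 uM unlabeled, 0.24 uM labeled. Buffer 100 mM sodium acetate pH 7. 6 hr, 37 C.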
An asterisk follows results filed as active; ? = inconclusive; . = not tested or not shown; [ ] = remark or other dose. Unless noted, calls come from the whole dose curve; as a rule, active = well fitted curve in the direction sought with a large enough effect; inconclusive = small, poorly fitted or top-dose-only effect, or another doubt; inactive = no such curve, though single readings can be large; an effect the other way counts as inactive or inconclusive. A portion of the library; rates above refer to the full screens.

SMILES	TexasRed fluor	Epigenetic derep	TRb-SRC2 inh	CBFb RUNX1 block	NPSR antagonist	Tau fluor counter	aGal spleen mod	Tau FP inhib
COc1ccc(N(Cc2cc3cc(OC)ccc3[nH]c2=O)S(C)(=O)=O)cc1	-4%	0.0%	-5%	7%	-8%[46.1 µM]	-2%	13%	-6%
COc1ccc(S(=O)(=O)Nc2cccc(-c3ccc(N4CCCCCC4)nn3)c2)cc1F	1%	-1.7%	1%	.	.	-23%	.	-6%
CCSc1nnc2nc(C)cc(C)n12	-3%	0.0%	-3%	2%	-2%[46.1 µM]	-11%	-18%	4%
O=C(c1cc2ccccc2o1)N1CCCCCC1	-9%	0.0%	-12%	-3%	12%[46.1 µM]	11%	-6%	7%
NC(=O)c1c(NC(=O)Cc2cccs2)sc2c1CCC2	-1%	-11%	-3%	-11%	-18%[46.1 µM]	-11%	0%	-6%
O=C(C[N+]1(CC#Cc2ccccc2)CCOCC1)c1ccc(Cl)cc1	-3%	1.1%	1%	1%	-21%	-10%	4%	0%
Cc1ccn(CCSCC(=O)O)n1	1%	-1.0%	0%	3%	5%[46.1 µM]	-1%	-3%	1%
Cc1sc2ncnc(NCc3ccco3)c2c1C	-6%	-1.4%	-15%	-19%	-5%[46.1 µM]	-14%	5%	?
CCOc1ccccc1NC(=O)Cn1c(=O)n(CC(=O)NCc2ccccc2Cl)c(=O)c2sccc21	15%	0.0%	-7%	.	.	-7%	.	-15%
O=C(NCCc1csc(-c2ccc(F)cc2)n1)c1ccco1	-1%	0.8%	-1%	.	.	-6%	.	-5%
O=C(NC1CCCCC1)c1ccc(S(=O)(=O)c2ccccc2)cc1	-2%	2.1%	-6%	-21%	21%	-4%	-4%	0%
O=C(NCCCN1CCN(c2ccccc2F)CC1)C1COc2ccccc2C1 (stereo not given)	-17%	-1.6%	7%	.	.	-2%	.	3%
COc1cccc(NC2=NC3(CCCCC3)N=C(N)N2)c1	-8%	2.0%	1%	5%	8%[46.1 µM]	-5%	0%	-4%
C=CC(=O)NC(C)(C)Cc1ccccc1	3%	-1.1%	6%	3%	-2%[46.1 µM]	3%	-5%	1%
COc1ccc(/C=C(/C#N)C(=O)Nc2ccc(C)cc2C)cc1C(=O)O	0%	-0.9%	-10%	9%	-20%[46.1 µM]	-6%	-25%	-7%
COc1cc([N+](=O)[O-])ccc1NC(=S)NCc1ccccn1	3%	-1.0%	6%	-6%	-4%	-11%	-2%	-5%
CCCCC(=O)Nc1nn(CCC)c2nc3ccccc3cc12	0%	0.0%	3%	-1%	-5%[46.1 µM]	6%	10%	3%
O=Cc1ccc(Cl)c(Cl)c1	-2%	.	8%	3%[21.7 µM]	.	.	4%	.
COc1ccccc1Cn1nnc2c(=O)[nH]c(C3CCN(C(=O)c4ccc(F)cc4)CC3)nc21	1%	-1.1%	-5%	0%	-15%[46.1 µM]	-5%	0%	4%
CCSc1nc2cc(C(=O)OC)ccc2c(=O)n1CC	-3%	-0.8%	-1%	14%	-9%[46.1 µM]	-3%	3%	7%
O=C(COC(=O)c1ccccc1Br)Nc1cc(S(=O)(=O)N2CCOCC2)ccc1N1CCCC1	-1%	-0.7%	7%	-8%	-24%	-2%	-11%	-5%
O=C(CCSCc1ccccc1Cl)N1CCN(c2ccccn2)CC1	-2%	-4.2%	-2%	-5%	-10%[46.1 µM]	-9%	0%	-6%
Cc1noc(C)c1COC(=O)c1cc2c3ccccc3n(C)c2s1	-2%	-0.7%	-1%	14%	-29%[46.1 µM]	-24%	-2%	-6%
Cc1ccccc1CNC(=O)C(=O)NCC(c1cccs1)S(=O)(=O)c1cccs1 (stereo not given)	0%	-0.1%	0%	.	.	-20%	.	-8%
Cc1ccc(C(=O)c2ccc(N3CCOCC3)c(F)c2)cc1	-1%	-1.2%	13%	8%	-18%[46.1 µM]	2%	-1%	2%
O=C(CNc1ccc2ccccc2c1)N/N=C/c1ccccn1	-2%	-1.3%	-3%	-4%	-18%	?	5%	3%
CC1CCN(c2c(NCC3CCC(C(=O)NCCc4ccccc4)CC3)c(=O)c2=O)CC1 (stereo not given)	-3%	0.9%	0%	5%[2.36 µM]	-2%	-10%	-3%	3%
CCCN(CCC)C(=O)CSc1c2c(nc3ccc(Cl)cc13)CCCC2	-1%	-1.1%	-14%	.	.	-14%	.	2%
COc1ccc(-c2nc3scc(CCNS(=O)(=O)c4cc(F)ccc4OC)n3n2)cc1OC	-1%	-1.0%	-8%	.	.	-16%	.	-15%
Fc1ccc(-c2ccc(CNCCSc3nnnn3-c3ccccc3)o2)cc1Cl	-2%	-2.7%	-3%	.	.	?	.	2%
Cc1noc(C)c1CSc1ccc(Br)cc1	2%	-1.6%	9%	?	-21%[46.1 µM]	-9%	2%	-8%
N#CC(c1cccc(Cl)c1)c1ncc(C(F)(F)F)cc1Cl (stereo not given)	-3%	0.0%	1%	4%	-21%[46.1 µM]	0%	3%	11%
CCS(=O)(=O)c1ncc(Cl)c(C(=O)NCc2ccc(OC)cc2)n1	-6%	?	-1%	.	.	-7%	.	5%
COc1cccc(NC(=O)CSc2ncnc3c2oc2ccccc23)c1	0%	-1.0%	-7%	1%	?	?	-2%	?
Cc1cc2oc(=O)cc(CSc3nc(N)cc(N)n3)c2cc1C(C)C	1%	-3.0%	-3%	-8%	-22%[46.1 µM]	?	3%	-12%
Cc1cc[n+](CC(=O)c2cc3ccccc3oc2=O)cc1	1%	-1.5%	-4%	7%	13%	-3%	-10%	-1%
O=C(Cc1ccccc1)N/N=C/c1ccc(-c2ccc([N+](=O)[O-])cc2)o1	4%	?	-6%	-7%	1%	?	-1%	-10%
CCN(CC)C(=O)CSc1nnc(-c2ccccn2)n1-c1ccccc1OC	-1%	1.0%	-1%	5%	12%	-3%	3%	-8%
COc1ccccc1-n1cc(CN2CCCC(CO)(Cc3cccc(Cl)c3)C2)cn1 (stereo not given)	-6%	0.0%	1%	0%	36%	-18%	2%	7%
CC(CCc1ccco1)NC(=O)Cn1ncc2c1-c1ccccc1OC2 (stereo not given)	1%	-0.8%	-22%	8%	-21%[46.1 µM]	-2%	3%	-4%
Cc1ccc2cccc(NC(=O)c3ccc(C#N)cc3F)c2n1	-6%	0.0%	-1%	.	.	-8%	.	-1%
c1csc(Cn2c(-c3cccs3)nc3ccccc32)c1	-2%	-0.2%	5%	2%	-9%[46.1 µM]	-25%	-2%	-2%
O=C(Nc1ccc2nc(SCCOc3ccccc3)sc2c1)c1ccc2c(c1)OCO2	4%	4.8%	-3%	.	.	?	.	?
O=C(CNC1CCCCC1)Nc1cc(S(=O)(=O)N2CCOCC2)ccc1Cl	-4%	1.1%	1%	-2%	0%	0%	-2%	-7%
Cc1ccc2cc(CN(Cc3ccco3)C(=O)NC3CCCCC3)c(=O)[nH]c2c1C	-3%	-0.8%	-1%	-19%	?	-6%	-1%	-4%
O=C(CSc1nnc(-c2c[nH]c3ccccc23)o1)c1ccc(-c2ccccc2)cc1	-2%	3.0%	2%	-1%	-2%	5%	4%	-1%
COC(=O)CCc1nc2ccccc2nc1OC	0%	-6.2%	-5%	-1%	-17%	-11%	-4%	-3%
CC(=O)Nc1ccc(S(=O)(=O)Nc2cccc3cccnc23)cc1	1%	.	-4%	-4%	.	.	-3%	.

Three entries already listed, arranged by length of the SMILES, low to high:
SMILES	TexasRed fluor	Epigenetic derep	TRb-SRC2 inh	CBFb RUNX1 block	NPSR antagonist	Tau fluor counter	aGal spleen mod	Tau FP inhib
COC(=O)CCc1nc2ccccc2nc1OC	0%	-6.2%	-5%	-1%	-17%	-11%	-4%	-3%
Cc1ccc2cc(CN(Cc3ccco3)C(=O)NC3CCCCC3)c(=O)[nH]c2c1C	-3%	-0.8%	-1%	-19%	?	-6%	-1%	-4%
O=C(CSc1nnc(-c2c[nH]c3ccccc23)o1)c1ccc(-c2ccccc2)cc1	-2%	3.0%	2%	-1%	-2%	5%	4%	-1%

Further structures follow.
SMILES	TexasRed fluor	Epigenetic derep	TRb-SRC2 inh	CBFb RUNX1 block	NPSR antagonist	Tau fluor counter	aGal spleen mod	Tau FP inhib
Cc1ccc(-c2nn(-c3ccccc3)c3[nH]c(=O)c(CNCCN(C)C)cc23)cc1	-8%	-1.0%	10%	-13%	-5%[46.1 µM]	-16%	7%	2%
O=C(CNC(=O)c1cccs1)N/N=C/c1c[nH]c2ccccc12	-3%	3.4%	0%	-8%	-19%	-20%	-10%	5%
C/C(=N/OC(=O)c1cccc(C(F)(F)F)c1)c1cnccn1	-5%	-0.1%	0%	14%	7%	-2%	-11%	-10%
CCCSC1=NN2CCCC(=O)N=C2S1	0%	-2.7%	4%	7%	3%	0%	-20%	0%
Cc1ccc(Cn2c(SCC(=O)Nc3cccc(C)n3)nc3c2c(=O)n(C)c(=O)n3C)cc1	-3%	0.0%	-7%	12%	2%[46.1 µM]	0%	5%	-2%
CC(=C/C(=O)O)/C=C/c1ccco1	-1%	?	1%	1%	-22%	-20%	-5%	?
Cc1nnc(NC(=O)CSc2nccn2-c2cccc(C)c2C)s1	-1%	5.7%	10%	0%	-3%[46.1 µM]	-6%	-6%	1%
COc1ccc(OC)c(C2=NS(=O)(=O)N(C)C(C(=O)Nc3ccc(C(C)=O)cc3)=C2)c1	0%	-2.6%	-1%	.	.	-14%	.	-6%
CCC/C=C(\CCC)C(NC(=O)c1ccc(C(=O)OC)cc1)c1ccc(C(=O)OC)cc1 (stereo not given)	0%	1.7%	-2%	11%	.	-7%	-5%	3%
COc1cccc(C(C2=C(O)CC(C)(C)CC2=O)C2C(=O)CC(C)(C)CC2=O)c1 (stereo not given)	-1%	-1.8%	-2%	-6%	23%	-7%	9%	-2%
O=C(NC(=S)N1CCN(C2CCCCC2)CC1)c1ccccc1	3%	-0.6%	-6%	12%	-2%	-6%	-6%	6%
